# High-throughput results: PubChem, NCI
# All columns: NCI-60 one-dose screen, growth in % after 48 h at 10 µM unless noted; 100 = growth as untreated, 0 = no growth, -100 = all killed.
# U251: U251 CNS tumor cells. 80,000 compounds, 5.4% hits
# PC-3: PC-3 prostate cancer cells | 80,000 compounds, 3.9% hits | AID 1794754
# UO-31: UO-31 renal cancer; 81,000 compounds, 5.2% hits; AID 1794768
# TK-10: TK-10 renal cancer cells; 81,000 compounds, 3.9% hits; AID 1794769
# SN12C: SN12C renal cancer cells. 81,000 compounds, 3.8% hits. AID 1794767
# SF-295: SF-295 CNS cancer cells; 79,000 compounds, 5.6% hits
# DU-145: DU-145 prostate cancer; 81,000 compounds, 4.2% hits; AID 1794760
# 786-0: 786-0 renal cancer cells. 81,000 compounds, 5.1% hits. AID 1794775
# SF-539: SF-539 CNS cancer | 81,000 compounds, 6.8% hits
# Active calls of the source: *; nt = no result given; & = joins results of further samples; [ ] = another dose, or the depositor's remark. The calls were made as follows: active = growth percent below 10; inactive = the rest.
# Sample of the layout, 17 compounds:
SMILES,U251,PC-3,UO-31,TK-10,SN12C,SF-295,DU-145,786-0,SF-539
CN(Cc1ccccc1)c1nc(Cl)c(C2CC(c3ccccc3)=Cc3[nH][nH]c(=O)c32)s1 (stereo not drawn),96,98,82,108,101,100,109,99,93
OCc1cc(Br)cc(CO)c1O,100,97,96,93,102,106,113,100,104
CCN(CC)CCCC(C)Nc1c(C)cnc2cccc(C)c12 (stereo not drawn),109,100,85,110,105,92,109,92,100
CCOc1cccc2cc(C(N)=O)c(=N)oc12,105,nt,101,132,95,106,114,100,100
CCOC(=O)C#Cc1c(C(=O)OCC)nnn1Cc1ccc(C(F)(F)F)cc1,94,64,1.5*,8.7*,58,95,61,44,43
FC(F)(F)c1ccc2c(Nc3cccc(C4CC(c5ccc(Cl)cc5)=NN4c4ccccc4)c3)ccnc2c1 (stereo not drawn),88,69,69,86,96,76,95,86,100
CC1(C)CC(=O)C2=C(C1)N(c1ccc(F)cc1F)C(N)=C(C#N)C2c1ccc(Br)cc1F (stereo not drawn),100,100,80,111,103,105,108,104,97
COc1cc(C2=N/C(=C\c3cc4cc(Oc5ccccc5)ccc4nc3OC)C(=O)N2)cc(OC)c1OC,94,89,87,93,97,107,100,94,92
Cn1cc(-c2cc3ncnc(Nc4ccc(CC(=O)Nc5ccc6c(c5)OCCO6)cc4)c3s2)cn1,65,68,50,29,51,87,62,54,35
O=[N+]([O-])c1ccc(/C=N/N2CCCCCC2)cc1,92,nt,nt,105,90,96,108,93,115
O=C1C(=O)c2c(nc3ccc(C(F)(F)F)cn23)-c2ccccc21,-96*,-85*,-98*,-97*,-84*,-96*,-96*,-81*,-97*
CN(c1cccnc1)c1ncnc2[nH]ncc12,99,89,75,107,106,111,115,114,87
Nc1ccc(S(=O)(=O)Nc2cc(Cl)c(N)c(Cl)c2)cc1,102,87,80,105,93,nt,107,105,99
CC(NC(=O)SCc1ccccc1)C(=O)O (stereo not drawn),108,104,85,100,113,95,113,100,95
O=C(OCP(=O)(COC(=O)c1ccccc1)COC(=O)c1ccccc1)c1ccccc1,110,102,78,106,96,107,110,109,112
COc1ccc2nc(NC(=O)CN3CCn4c(nnc4C(F)(F)F)C3)sc2c1,92,99,81,97,92,92,106,97,94
CCCCn1c(=O)[nH]c(N)c([C@@H]2c3c([nH]c(=O)n(CCCC)c3=O)Oc3ccc4ccccc4c32)c1=O,-21*,24,3.7*,74,81,89,48,78,96

# Results (from the top)
SMILES,U251,PC-3,UO-31,TK-10,SN12C,SF-295,DU-145,786-0,SF-539
CN(Cc1ccccc1)c1nc(Cl)c(C2CC(c3ccccc3)=Cc3[nH][nH]c(=O)c32)s1 (stereo not drawn),96,98,82,108,101,100,109,99,93
OCc1cc(Br)cc(CO)c1O,100,97,96,93,102,106,113,100,104
CCN(CC)CCCC(C)Nc1c(C)cnc2cccc(C)c12 (stereo not drawn),109,100,85,110,105,92,109,92,100
CCOc1cccc2cc(C(N)=O)c(=N)oc12,105,nt,101,132,95,106,114,100,100
CCOC(=O)C#Cc1c(C(=O)OCC)nnn1Cc1ccc(C(F)(F)F)cc1,94,64,1.5*,8.7*,58,95,61,44,43
FC(F)(F)c1ccc2c(Nc3cccc(C4CC(c5ccc(Cl)cc5)=NN4c4ccccc4)c3)ccnc2c1 (stereo not drawn),88,69,69,86,96,76,95,86,100
CC1(C)CC(=O)C2=C(C1)N(c1ccc(F)cc1F)C(N)=C(C#N)C2c1ccc(Br)cc1F (stereo not drawn),100,100,80,111,103,105,108,104,97
COc1cc(C2=N/C(=C\c3cc4cc(Oc5ccccc5)ccc4nc3OC)C(=O)N2)cc(OC)c1OC,94,89,87,93,97,107,100,94,92
Cn1cc(-c2cc3ncnc(Nc4ccc(CC(=O)Nc5ccc6c(c5)OCCO6)cc4)c3s2)cn1,65,68,50,29,51,87,62,54,35
O=[N+]([O-])c1ccc(/C=N/N2CCCCCC2)cc1,92,nt,nt,105,90,96,108,93,115
O=C1C(=O)c2c(nc3ccc(C(F)(F)F)cn23)-c2ccccc21,-96*,-85*,-98*,-97*,-84*,-96*,-96*,-81*,-97*
CN(c1cccnc1)c1ncnc2[nH]ncc12,99,89,75,107,106,111,115,114,87
Nc1ccc(S(=O)(=O)Nc2cc(Cl)c(N)c(Cl)c2)cc1,102,87,80,105,93,nt,107,105,99
CC(NC(=O)SCc1ccccc1)C(=O)O (stereo not drawn),108,104,85,100,113,95,113,100,95
O=C(OCP(=O)(COC(=O)c1ccccc1)COC(=O)c1ccccc1)c1ccccc1,110,102,78,106,96,107,110,109,112
COc1ccc2nc(NC(=O)CN3CCn4c(nnc4C(F)(F)F)C3)sc2c1,92,99,81,97,92,92,106,97,94
CCCCn1c(=O)[nH]c(N)c([C@@H]2c3c([nH]c(=O)n(CCCC)c3=O)Oc3ccc4ccccc4c32)c1=O,-21*,24,3.7*,74,81,89,48,78,96
CC12CCC3C4(C)COC(c5ccccc5F)OC4CCC3(C)C1CC(C1=CCOC1=O)O2 (stereo not drawn),93,68,65,88,91,97,99,88,97
COc1cccc(-c2nc3sccn3c2-c2ccnc(NCCCNS(=O)(=O)c3cccc(Cl)c3)c2)c1,nt,22,20,72,46,21,46,64,86
O=C(N/N=C/c1ccsc1)c1[nH]c2ccc(Br)cc2c1-c1ccccc1,-89*,-26*,-49*,-13*,-87*,-88*,-26*,-61*,-96*
Cc1ccc(-c2cnc3sc4ccc(C)cc4n23)cc1,99,89,69,192,96,nt,107,113,95
CNCCN(C)c1ccc(Nc2cc(NC3CC3)n3ncc(C#N)c3n2)cc1NC(C)=O,5.1*,11,6.7*,-30*,22,12,18,13,6.7*
CC1CCC(C(C)C)C(NN)C1 (stereo not drawn),96,94,89,97,102,107,109,99,103
COc1ccc(/C=C/C(=O)c2cc(O)ccc2O)cc1,85,88,73,95,94,111,89,96,88
CCOC(=O)c1sc2nc(-c3ccccc3)c(C#N)c(N)c2c1N,94,90,92,105,97,98,103,99,99
O=C(CC(=O)Nc1ccc(C(=O)O)cc1)Nc1ccc(C(=O)O)cc1,101,92,84,104,100,92,119,102,88
Cc1cc(C(=O)CC(=O)C(F)(F)F)c(C)o1,103,80,85,118,100,106,110,101,105
O=C1C(Cl)=CC(=NCl)C=C1Cl,95,92,81,103,99,99,107,101,105
O=C(O)c1cc(NCc2ccccc2Cl)ccc1N1CCOCC1,98,102,89,99,101,95,106,99,101
Oc1ccc(-c2nc3ccccc3s2)c(O)c1,97,nt,91,127,110,117,101,117,96
Fc1[nH]nc2ccc([C@@H]3Nc4ccc5[nH]ncc5c4[C@H]4C5CCC(C5)[C@@H]34)cc12 (stereo partly drawn),26,28,51,42,46,nt,15,52,-16*
Cn1cc(-c2csc(-c3cn(CCO)c4ccc(F)cc34)n2)c2cccnc21,49,45,71,48,73,52,95,73,70
Cc1ccc(O)c(N)c1,103,95,88,127,107,131,122,115,103
COc1cc([N+](=O)[O-])c(OC)cc1Nc1ccccc1C(=O)O,60,63&95,83,114&100,102&101,106&100,108&99,93&96,71&102
Cn1ccnc1C(=O)/C=C/c1ccc(C(=O)Nc2ccc(F)cc2)cc1,1.9*,22,-14*,13,14,6.6*,20,-35*,-40*
COc1ccc(S(=O)(=O)c2ccc(OC)cc2)cc1,104,101,84,90,102,94,104,99,101
O=C1NC(=O)C(Cc2c[nH]c3ccccc23)N1 (stereo not drawn),100,94,87,90,98,98,106,100,102
Cn1cc(C2=C(c3cccc4ccccc34)C(=O)N(O)C2=O)c2ccccc21,96,89,63,190,96,112,117,82,103
Clc1ccc(C2CC(n3nnnc3-c3ccccc3)=NN2)cc1 (stereo not drawn),105,109,83,109,105,118,113,nt,104
CO/N=C(/C(=O)NC1C(=O)N2C(C(=O)O)=C(COC(N)=O)CSC12)c1ccco1 (stereo not drawn),107,101,83,104,104,105,127,96,100
Cc1ccc2oc(=O)cc(Cn3cc(Cn4c(C)cc(=O)n(Cc5cn(Cc6cc(=O)oc7ccc(C)cc67)nn5)c4=O)nn3)c2c1,108,104,91,116,100,105,111,102,107
CC(C)/C=C/CC[C@](C)(O)[C@H]1CC[C@]2(C)[C@@H]1CC[C@@H]1[C@@]3(C)C/C(=C/c4ccncc4)C(=O)C(C)(C)[C@@H]3CC[C@]12C,70,38,63,102,70,90,69,89,94
CC1=C(C#N)C2=NNC(=O)C(=O)NN2C(c2ccccc2)=C1,99,99,90,91,106,97,102,98,103
CN1CCc2c(c3cccc4c3n2CCc2ccccc2-4)C1,86,72,62,95,74,85,105,89,96
CCOc1ccc(NC(=O)C2CCCN(C)C2)cc1 (stereo not drawn),106,nt,107,114,100,100,108,112,106
Cc1[nH]nc2ncnc(N)c12,93,75,88,101,91,112,104,nt,113
Clc1cccc(Oc2ccc(Nc3ncnc4onc(-c5ccccc5)c34)cc2)c1,85,86,30,111,66,93,92,85,81
CCCCOC(=O)c1cc(O)c(O)c(O)c1,65,80,32,73,63,102,74,79,48
CC/C(=C(\c1ccc(OCCN2CCCCCCC2)cc1)c1ccc(OC(=O)C2CCCCC2)cc1)c1ccc(Cl)cc1,99,91,74,110,94,104,108,104,102
CCCc1cc(=O)n2c(C(=O)Nc3ccccc3OC)c(C(=O)Nc3ccc(F)cc3)sc2n1,15[30 µM],nt,20[30 µM],38[30 µM],58[30 µM],-19*[30 µM],54[30 µM],36[30 µM],-47*[30 µM]
Cc1nc(NC(=O)COc2cccc(/C=C3\Cc4ccc(Cl)cc4C3=O)c2)sc1C,92,97,66,152,108,107,120,97,102
N#CC(C(=O)/C(=N/Nc1nc(=S)[nH]n1N)C(C#N)c1ccccc1)c1ccccc1 (stereo not drawn),80,84,89,96,97,103,106,102,94
O=C(Nc1ccc2c(c1)OCO2)C(=O)c1c[nH]c2cc(F)ccc12,58,64,71,73,79,24,35,58,56
CC(=O)Oc1c(Cl)cc(Cl)c(Cl)c1[N+](=O)[O-],102,92,79,113,100,99,104,117,99
Nc1[nH]nc2[nH]c(=S)nc(-c3cccs3)c12,96,94,88,112,99,105,109,106,93
CCOC(=O)N1CCN(c2nc(O)c(/C=C3/C(C(=O)OC)=Nc4ccc(F)cc43)s2)CC1,94,86,50,142,89,90,96,96,90
O=C(c1ccccc1)c1ccc2nc(-c3ccccc3Cl)[nH]c2c1,95,100,96,101,108,108,106,101,98
O=C1NCCN1c1ncc([N+](=O)[O-])s1,98,100,89,112,119,174,123,96,98
C=C(C)c1ccc(C)cc1,102,97,76,106,96,116,115,108,103
Fc1ccc(CCOc2cccc(-c3nc4sccn4c3-c3ccccc3)c2)cc1,88,87,80,100,94,102,103,97,95

# The last 2 records of the section before are carried over, then new ones follow:
SMILES,U251,PC-3,UO-31,TK-10,SN12C,SF-295,DU-145,786-0,SF-539
C=C(C)c1ccc(C)cc1,102,97,76,106,96,116,115,108,103
Fc1ccc(CCOc2cccc(-c3nc4sccn4c3-c3ccccc3)c2)cc1,88,87,80,100,94,102,103,97,95
S=c1oc(-c2cc(Cl)cc(Cl)c2Cl)nn1CNc1ccc(Cl)nn1,99,91,79,116,97,109,103,99,99
C=CC(=O)Nc1ccc2ncnc(Nc3cccc(NS(=O)(=O)CCC)c3Cl)c2c1,52,68,19,11,23,73,38,42,44
CCCCCC(=O)OC/C=C/c1ccccc1,90,88,91,93,102,106,92,93,93
COc1ccc(NC(=O)CSc2nnc3n(Cc4ccccc4)c(=O)c4c(C)c(C(N)=O)sc4n23)cc1,99,96,78,88,95,100,103,103,nt
CCCCCC(=O)NCC(=O)OC,95,100,97,86,106,92,102,98,98
Cc1ccc(CN2CCSC(C(=O)Nc3ccccc3)C2)s1 (stereo not drawn),89,86,72,94,91,85,99,91,97
COC(=O)c1cc([N+](=O)[O-])cc([N+](=O)[O-])c1Cl,9.5*,97,79,-41*,100,101,66,102,102
COc1ccc(-c2nc3ncnc(Sc4nnc(-c5ccc(Cl)cc5Cl)o4)c3[nH]2)cc1,67,93,95,65,90,74,98,71,61
